Screening results from PubChem BioAssay.
LmPK inh: LmPK (Leishmania mexicana) enzyme inhibition; Potency, µM (series often up to 57.5 µM), inactives show top-dose activity change, negative = inhibition, usual class: inhibitors; Q27686; purified LmPK, Kinase-Glo ATP luminescence, 1 h; actives 0.37% (n = 290,000); further: potency means the concentration at half of the fitted maximal effect; on the % scale 0 is the no-effect control and ±100 the full control effect
Target sequence (Q27686 whole entry, looked up): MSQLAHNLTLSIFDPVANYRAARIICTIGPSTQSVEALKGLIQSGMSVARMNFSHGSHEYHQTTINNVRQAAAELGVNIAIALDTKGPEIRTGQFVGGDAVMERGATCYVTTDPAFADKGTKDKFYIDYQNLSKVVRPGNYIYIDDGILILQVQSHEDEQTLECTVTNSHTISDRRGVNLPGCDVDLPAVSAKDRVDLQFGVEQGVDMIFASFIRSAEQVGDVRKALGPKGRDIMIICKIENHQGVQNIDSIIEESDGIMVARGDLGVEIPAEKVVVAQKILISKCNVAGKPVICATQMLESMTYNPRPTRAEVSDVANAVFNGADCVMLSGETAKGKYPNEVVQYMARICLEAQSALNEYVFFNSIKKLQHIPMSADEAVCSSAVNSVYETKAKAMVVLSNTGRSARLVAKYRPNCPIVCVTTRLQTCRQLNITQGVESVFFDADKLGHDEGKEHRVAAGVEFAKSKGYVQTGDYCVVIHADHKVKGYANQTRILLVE
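Screened at intermediate enzyme activity to detect both inhibitors and activators: LmPK at 0.1 nM, with a 0.5 nM enzyme column as activation reference. PEP 0.5 mM, ADP 0.1 mM; ATP detected by luminescence after 1 h.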
Pf growth 96h: inhibits malaria parasite growth, 96 h. P. falciparum luciferase reporter growth, 96 h. Potency, µM (highest dose often 28.7 µM), inactives show at the top dose activity change, negative = inhibition, most hits filed as inhibitors. actives 6.9% (n = 320,000). AID 504834; further: potency means the concentration at half of the fitted maximal effect; on the % scale 0 is the no-effect control and ±100 the full control effect
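P. falciparum expressing integrated firefly luciferase grown in erythrocytes (2% hematocrit, 0.05% parasitemia final) with compounds for 96 hours at 37 C, 5% CO2. Growth inhibition read as loss of luminescence after adding luciferase detection reagent.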
Tb PYK inh: blocks Trypanosoma brucei pyruvate kinase; Q57TT1; TbPYK enzyme, Kinase-Glo Plus ATP luminescence, 45 min; Potency, µM (top dose mostly 76.8 µM), for the others: at the top dose activity, negative = inhibition, hits mostly inhibitors; actives 0.12% (n = 410,000); AID 624173; further: potency means the concentration at half of the fitted maximal effect; on the % scale 0 is the no-effect control and ±100 the full control effect; nearly all actives have a fitted effect of over 50% in size
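Glycolytic pyruvate kinase of T. brucei was incubated with substrate, test compound and 130 uM ADP for 45 minutes at room temperature. Luminescent Kinase-Glo Plus signal was measured after 10 minutes.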
Pf growth 48h: inhibits P. falciparum growth in the first generation, 48 h | Potency, µM (titrated, usually from 28.7 µM), without a hit: at the top dose activity change, negative = inhibition, actives largely listed as inhibitors | P. falciparum luciferase growth in erythrocytes, 48 h | AID 504832 | actives 5.9% (n = 310,000); further: potency means the concentration at half of the fitted maximal effect; on the % scale 0 is the no-effect control and ±100 the full control effect
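Cell-based growth assay: transgenic P. falciparum expressing firefly luciferase, cultured in red cells within RPMI 1640 containing 0.5% w/v Albumax, 24 mM bicarbonate and gentamycin. A drop in luciferase activity indicates inhibition.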
CHX counter: counter-screen hit for Shiga toxin inhibitors, cycloheximide | actives 12% (n = 300,000) | cell reporter, cycloheximide protein synthesis inhibition counterscreen | max response, %; in the data active means max response mostly above about 13%, no sharp cut-off; inactive means mostly below about 14%; further: read at 38.3 µM for the half of the compounds with a filed dose; 0% is about no effect
AmpC inh no detg: blocks E. coli AmpC beta-lactamase in detergent-free assay; AmpC nitrocefin hydrolysis, absorbance 480 nm, 0.0001% Triton; Potency, µM (highest dose often 57.1 µM), for inactives: top-dose activity change, negative = inhibition, most hits filed as inhibitors; actives 0.52% (n = 330,000);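 further: potency means the concentration at half of the fitted maximal effect; plate controls were no compound for no effect and no enzyme for full effect; nearly all actives have a fitted effect of over 20% in size; some results filed as inactive show a strong effect at the top dose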
Target sequence (P00811 whole entry, looked up): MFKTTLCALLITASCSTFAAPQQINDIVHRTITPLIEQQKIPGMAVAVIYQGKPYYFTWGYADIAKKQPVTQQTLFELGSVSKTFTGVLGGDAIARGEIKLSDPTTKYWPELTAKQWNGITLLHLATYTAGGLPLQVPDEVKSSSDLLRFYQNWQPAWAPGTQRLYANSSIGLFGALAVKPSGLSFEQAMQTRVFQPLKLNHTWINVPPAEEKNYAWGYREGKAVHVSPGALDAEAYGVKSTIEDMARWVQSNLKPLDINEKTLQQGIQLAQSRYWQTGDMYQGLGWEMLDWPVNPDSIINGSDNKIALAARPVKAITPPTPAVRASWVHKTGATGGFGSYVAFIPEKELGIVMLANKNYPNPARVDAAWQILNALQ
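20 mM phosphate pH 7.0 + 0.01% (detergent screen) or 0.0001% Triton X-100; 5.3 nM AmpC reagent; cpd preinc 15 min RT; nitrocefin (800 uM stock) to start; A480 q20 s × 4 min; Activity was normalised to no-enzyme and no-compound control wells.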
Shiga inhibitor: Shiga toxin inhibition. Vero cells, Shiga toxin protein synthesis inhibition reporter. inhibition, % at 38.7 µM. actives 9.2% (n = 290,000); in the data active means inhibition mostly above about 28%, no sharp cut-off; inactive means mostly below about 43%; further: 0% is about no effect
The depositor's hits bear a star; u = inconclusive; x = no result given; & = joins results of further samples; [ ] = remark or other dose. Unless noted, the call rests on the fitted dose curve; in most records, active means well fitted curve in the direction sought with a large enough effect; inconclusive means small, poorly fitted or top-dose-only effect, or another doubt; inactive means no such curve, though single readings can be large; an effect the other way counts as inactive or inconclusive.

1) Cc1cc(C)cc(N(CC(=O)Nc2cccc(C)n2)S(=O)(=O)c2c(C)noc2C)c1
2) COCCN(C(C)=O)c1nnc(-c2cnccn2)s1
3) Clc1ccc(-c2cc(COc3ccccc3)no2)cc1Cl
4) C#CCOCCOCCOCCNc1nc(N2CCOCC2)nc(N2CCN(C(=O)CCCCCCCCCCNC(=O)[C@@H](CCSC)n3cc(CCO)nn3)CC2)n1
5) Cc1cccc(OCCCC(=O)NNC(=O)c2ccccn2)c1
6) Cc1cc(=O)c2ccccc2n1CC(=O)NCc1ccccc1
7) COc1ccc(-c2cc3ccccc3n2CC(O)CN2CCN(CCO)CC2)cc1 (stereo not given)
8) Cc1ccc(C2=NNC(=Nc3ccc(F)cc3)SC2)cc1
9) COc1cccc(-c2nc(CS(=O)(=O)CC(=O)NCc3ccc(Cl)cc3)c(C)o2)c1
10) O=C(CN1C(=O)CCC1=O)Nc1cccc(NC(=O)CN2C(=O)CCC2=O)c1
Assay by compound	1	2	3	4	5	6	7	8	9	10
LmPK inh	6%	2%	3%	x	x	-2%	11%	7%	-1%	2%[11.5 µM]
Pf growth 96h	0%	2.3µM*	88%[activator]	u	1.7µM*	0%	u	u	u	35%[activator]
Tb PYK inh	2%	-6%	13%	2%	2%	9%	-7%	-5%	0%	0%
Pf growth 48h	-15%	28%	17%	0.66µM*	2.3µM*	-18%	x	u	2%	13%
CHX counter	1	4	-2	x	x	-4	-2	26*	-4	-5
AmpC inh no detg	-14%	2%	-25%	161%[activator]	-3%	-20%	86%[activator]	-47%	-24%	-9%
Shiga inhibitor	2	-11	-11	x	x	-2	-17	84*	-10	-21

Record cards, as listed above.
`Cc1cccc(OCCCC(=O)NNC(=O)c2ccccn2)c1` is listed as LmPK inh: x; Pf growth 96h: 1.7µM*; Tb PYK inh: 2%; Pf growth 48h: 2.3µM*; CHX counter: x; AmpC inh no detg: -3%; Shiga inhibitor: x
`COc1cccc(-c2nc(CS(=O)(=O)CC(=O)NCc3ccc(Cl)cc3)c(C)o2)c1` is listed as LmPK inh: -1%; Pf growth 96h: u; Tb PYK inh: 0%; Pf growth 48h: 2%; CHX counter: -4; AmpC inh no detg: -24%; Shiga inhibitor: -10
`COc1ccc(-c2cc3ccccc3n2CC(O)CN2CCN(CCO)CC2)cc1` (stereo not given) is listed as LmPK inh: 11%; Pf growth 96h: u; Tb PYK inh: -7%; Pf growth 48h: x; CHX counter: -2; AmpC inh no detg: 86%[activator]; Shiga inhibitor: -17

Following part
11) COc1ccc(OCC(=O)Sc2ccc(C)cc2)cc1
12) Cc1ccc(S(=O)(=O)N2CCN(C(=O)CSCc3ccc(C(C)C)cc3)CC2)cc1
13) S=C(NC1CCCCC1)N(CCc1ccccc1)CCc1ccccc1
14) C/C(=N\Nc1ccc(Cl)c(C(=O)O)c1)c1cccs1
15) C/C(=N\O)C(C)(C)Nc1ccc(Cl)cc1
16) S=C1NNC2(NN1)C1CC3CC(C1)CC2C3
17) Cc1cc([N+](=O)[O-])ccc1NC(=S)NC(=O)C(c1ccccc1)c1ccccc1
18) CCOC(=O)c1ccc(NC(=O)C(C)NS(=O)(=O)c2ccc(OC)cc2)cc1 (stereo not given)
19) COc1cc(/C=N/NC(=O)Cc2nnc(N)s2)cc(OC)c1OC
20) Cn1c2ccccc2c2c(C(=O)N3CCN(c4ccccn4)CC3)cn(C3CCCC3)c(=O)c21
Assay by compound	11	12	13	14	15	16	17	18	19	20
LmPK inh	4%	x	4%	11%	2%	5%	2%	-8%	1%	4%
Pf growth 96h	u	u	u	7%	13%	-14%	u	3%	31%[activator]	u
Tb PYK inh	-15%	-3%	4%	-9%	-2%	-12%	3%	-4%	0%	-5%
Pf growth 48h	13%	9.3µM*	u	u	-9%	-15%	x	u	5%	x
CHX counter	8	x	7	32*	1	32*	-1	-3	2	-5
AmpC inh no detg	-33%	24%	-30%	-27%	-9%	-24%	-39%	-6%	-17%	110%[activator]
Shiga inhibitor	-1	x	-38	90*	28	45*	-9	-1	0	-10

21) CC(=O)NCCOc1cccc2cccnc12
22) CCOC(=O)c1c(NC(=O)OC)sc(C(=O)N(CC)CC)c1C
23) CC(C)=CCN1CCN(Cc2nc(-c3ccccc3)cs2)CC1CCO (stereo not given)
24) COc1ccc(C(=O)CSc2n[nH]c(=O)n2Cc2ccco2)cc1
25) COc1ccc(CCNC(=O)CCc2ccc(OC)cc2)cc1
26) CC1CCCCN1CCNC(=O)CCc1nnc2n(Cc3ccccc3)c(=O)c3ccccc3n12 (stereo not given)
27) O=C(CSc1nnc(Nc2ccccc2F)s1)NC1CC1
28) Cc1ccc(S(=O)(=O)N(C)CC(=O)NNC(=O)Cc2cccc(F)c2)cc1
29) CCc1nnc(NC(=O)CSc2nncc(=O)n2N)s1
30) Cc1ccccc1OCCNc1ccc(C(F)(F)F)cc1[N+](=O)[O-]
Assay by compound	21	22	23	24	25	26	27	28	29	30
LmPK inh	1%	0%	10%	1%	-8%	-3%	x	x	-8%	-9%
Pf growth 96h	x	u	16%	64%[activator]	3%	u	-38%	11%	-12%	35%[activator]
Tb PYK inh	3%	-14%	-6%	-9%	-8%	0%	-6%	4%	-4%	-8%
Pf growth 48h	32%[activator]	5.9µM*	0%	u	-7%	u	74%[activator]	2%	u	-1%
CHX counter	-1	-1	8	32*	2	-1	x	x	-3	20*
AmpC inh no detg	-14%	2%	84%[activator]	1%	1%	113%[activator]	-16%	-13%	-6%	-15%
Shiga inhibitor	-23	-6	15	44*	10	5	x	x	-9	49

Screen by screen, quoted from above:
AmpC inh no detg, nos. 21–30 → -14%, 2%, 84%[activator], 1%, 1%, 113%[activator], -16%, -13%, -6%, -15%
Shiga inhibitor, nos. 21–30 → -23, -6, 15, 44*, 10, 5, x, x, -9, 49
Tb PYK inh, nos. 21–30 → 3%, -14%, -6%, -9%, -8%, 0%, -6%, 4%, -4%, -8%

Following part
31) OCc1cc(-c2ccc(Cl)c(Cl)c2)on1
32) COc1cc2c(cc1NC(=O)c1cc(-c3ccccn3)nc3ccccc13)oc1ccccc12
33) C[C@H](NC(=O)c1[nH]cnc1C(=O)Nc1ccc(CNC(=O)OC(C)(C)C)cc1)C(=O)OC(C)(C)C
34) CCN(CC)C(=O)CSc1nnc(-c2ccc(O)cc2)n1CC1CCCO1 (stereo not given)
35) Cc1ccc(S(=O)CCNC(=O)Cc2ccc(Cl)cc2)cc1 (stereo not given)
36) O=C(CCCc1nc2ccccc2s1)Nc1ccccc1
37) CCC(C)C(=O)Nc1nnc(-c2cccs2)s1 (stereo not given)
38) CN1/C(=C\C(=O)C[n+]2ccc(C(=O)c3ccccc3)cc2)C(C)(C)c2ccccc21
39) N#Cc1sc2nc3c(cc2c1N)CCCC3
40) COc1ccccc1C(=O)NNC(=O)c1cccc(F)c1
Assay by compound	31	32	33	34	35	36	37	38	39	40
LmPK inh	-5%	0%	3%	0%	-3%	-5%	3%	1%	5%	u
Pf growth 96h	7%	-4%	9.3µM*	u	u	-32%	11%	7.4µM*	12µM*	79%[activator]
Tb PYK inh	1%	-2%	-7%	-8%	-7%	6%	-10%	-3%	-1%	-3%
Pf growth 48h	19%	6%	13µM*	x	-49%[1.15 µM]	-11%	59%[activator]	2.1µM*	74%[activator]	120%[activator]
CHX counter	1	-3	-3	-1	-9	24	64*	0	23*	51*
AmpC inh no detg	4%	-44%	136%[activator]	-16%	-4%	-11%	-26%	39%	-21%	-18%
Shiga inhibitor	11	-7	2	-22	20	24	59*	12	27	88*

41) CCOc1ccc(N(CC(=O)NCCc2ccc(OC)cc2)S(C)(=O)=O)cc1
42) CCOc1ccc(C(=O)Nc2ccc(NC(=O)c3ccccc3)cc2)cc1Br
43) CC(=O)Nc1ccc(NC(=O)COc2cccc3c2OC(C)(C)C3)cc1
44) O=C(c1cc([N+](=O)[O-])ccc1Cl)N1CCc2ccccc21
45) CCc1ccc(NC(=O)CCn2cccc2)cc1
46) CSc1cccc(CN2CCC(Oc3cccc(C(=O)N4CCCC4)c3)CC2)c1
47) O=S(=O)(CCN1CCOCC1)c1ccc(Oc2ccc(S(=O)(=O)CCN3CCOCC3)cc2)cc1
48) COc1ccc(/C=C2\SC(=O)N(CC(=O)N(C)C3CCS(=O)(=O)C3)C2=O)cc1 (stereo not given)
49) CC(OC(=O)c1cccc(-n2cnnn2)c1)C(=O)Nc1ccccc1F (stereo not given)
50) CCC(OC(=O)C1=Cc2ccccc2OC1)C(=O)NCc1ccco1 (stereo not given)
Assay by compound	41	42	43	44	45	46	47	48	49	50
LmPK inh	2%	2%	5%	0%	1%	0%	0%	0%	x	-2%
Pf growth 96h	22%	u	-2%	-20%	u	u	u	5%	14%	u
Tb PYK inh	7%	5%&-2%	3%	4%	0%	6%	-1%	6%	-2%	6%
Pf growth 48h	26%	3%	14%	-3%	x	-22%	-24%	-10%	6%	16%
CHX counter	-1	-1	8	-1	28	-3	-2	4	x	7
AmpC inh no detg	33%	-12%	-5%	-18%	-13%	138%[activator]	72%[activator]	74%[activator]	-19%	-18%
Shiga inhibitor	9	-1	-12	-19	32	-6	-3	16	x	17

Next section (two carried over from the part before).
49) CC(OC(=O)c1cccc(-n2cnnn2)c1)C(=O)Nc1ccccc1F (stereo not given)
50) CCC(OC(=O)C1=Cc2ccccc2OC1)C(=O)NCc1ccco1 (stereo not given)
51) CCCn1c(SCC(=O)NC(C)(C)C)nnc1C(C)C
52) O=C(CSc1nnc(-c2ccccc2F)o1)N1CCNC1=O
53) C=C(c1ccccc1)P(=O)(O)O
54) N#CCCn1ccc(NC(=O)c2ccc(Cl)cc2)n1
55) CCCn1c(NC(=O)c2ccc([N+](=O)[O-])o2)nc2ccccc21
56) Cc1sc2nc(SCC(=O)N3CCCC3)[nH]c(=O)c2c1C
57) Cc1cc(C)n(CC(O)CN(c2ccccc2)S(=O)(=O)c2ccccc2)n1 (stereo not given)
58) Cc1nc(CNS(=O)(=O)c2ccc(Br)cc2)cs1
59) CC(=O)c1ccc(NC(=O)c2sc3nc(C)c(C)c(C)c3c2N)cc1
Assay by compound	49	50	51	52	53	54	55	56	57	58	59
LmPK inh	x	-2%	2%	x	1%	3%	x	3%	1%	-7%	5%
Pf growth 96h	14%	u	x	88%[activator]	0%	61%[activator]	u	-24%	u	u	-21%
Tb PYK inh	-2%	6%	-16%	4%	-5%	2%	-14%	1%	-7%	-4%	-19%
Pf growth 48h	6%	16%	23%	190%[activator]	-4%	23%	u	-5%	-22%	17%	119%[activator]
CHX counter	x	7	-1	x	-2	14	x	6	-2	-3	54*
AmpC inh no detg	-19%	-18%	-1%	-6%	-17%	u	-34%	5%	14%	-2%	-10%
Shiga inhibitor	x	17	3	x	-16	23	x	10	-8	-9	115*
